High-throughput results as filed in PubChem.
HP1b chromo inh = HTS for Inhibitors of HP1-beta Chromodomain Interactions with Methylated Histone Tails; Chromobox protein homolog 1 (Homo sapiens), P83916; AlphaScreen HP1-beta / biotin-H3K9me3 peptide binding; Potency, µM (top dose mostly 114 µM), for the others: at the highest dose activity change, negative = inhibition, hits mostly inhibitors; 390,000 compounds, 0.56% hits; AID 540317, 2011; also: potency is read from the fitted curve at half-maximal effect; nearly all actives have a fitted effect of over 70% in size; inactives centre near 23
Target sequence (P83916 whole entry, looked up): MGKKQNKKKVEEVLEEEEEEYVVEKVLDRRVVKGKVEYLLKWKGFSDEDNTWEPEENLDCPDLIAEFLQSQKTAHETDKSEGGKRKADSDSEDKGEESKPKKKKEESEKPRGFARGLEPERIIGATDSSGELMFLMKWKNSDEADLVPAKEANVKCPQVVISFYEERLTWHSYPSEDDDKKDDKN
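Compound inhibition of the preformed complex between 50 nM HP1-beta and 50 nM biotinylated H3K9me3 peptide was read by AlphaScreen. Buffer was PBS pH 7.4 with 0.01% Tween-20. Incubations ran 30 min at room temperature, with 10 ug/mL donor/acceptor beads.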
ERG-DNA inh = qHTS for Small Molecule Inhibitors of the ERG Ets/DNA interaction; Transcriptional regulator ERG (Homo sapiens), P11308; fluorescence polarization, His-ERG Ets domain / labelled DNA; Potency, µM (doses to about 76.9 µM), for the others: at the top dose FP activity, negative = inhibition, actives largely listed as inhibitors; 370,000 compounds, 0.028% hits; AID 624246, 2012; active = well fitted inhibition curve with a large enough effect in the polarisation, with a control signal flat; inconclusive = small, poorly fitted or top-dose-only effect, or effect the other way, or a change in a side signal; inactive = no such curve, though single readings can be large or run the other way; the % refers to the polarisation;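 also: polarization taken with two DNA probes labelled with fluorescein and Texas red; potency is read from the fitted curve at half-maximal effect; % of control where 0% means no effect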
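His-tagged ERG Ets domain (1 uM in the protein solution; 300mM KCl, 50mM Tris-HCl, 1mM EDTA, 1mM DTT, pH 7.5) received compound, then a probe mix of 5 nM fluorescein-DNA and 100nM Texas-615-DNA. Fluorescence polarization was read for both dyes.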
Pin1 inhibitor = qHTS Assay to Find Inhibitors of Pin1; Peptidyl-prolyl cis-trans isomerase NIMA-interacting 1 (Homo sapiens), Q13526; Pin1 FP peptide displacement, HiFluor488, 10 min; Potency, µM (highest dose often 115 µM), for inactives: at the top dose activity, negative = inhibition, hits mostly inhibitors; 390,000 compounds, 0.009% hits; AID 504891, 2011; active = well fitted inhibition curve with a large enough effect in the polarisation, with a control signal flat, not every such curve was filed as active; inconclusive = small, poorly fitted or top-dose-only effect, or effect the other way, or a change in a side signal; inactive = no such curve, though single readings can be large or run the other way; the % refers to the polarisation; also: potency is read from the fitted curve at half-maximal effect; % is scaled to controls: 0 for no effect and ±100 for the full control effect
Target sequence (Q13526 whole entry, looked up): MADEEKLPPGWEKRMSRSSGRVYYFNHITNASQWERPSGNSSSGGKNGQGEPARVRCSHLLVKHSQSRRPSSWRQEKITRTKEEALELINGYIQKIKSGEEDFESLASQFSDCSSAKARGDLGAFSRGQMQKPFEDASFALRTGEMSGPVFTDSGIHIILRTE
BAZ2B block = qHTS Assay for Inhibitors of BAZ2B; AlphaScreen BAZ2B-H3K14Ac peptide displacement; Potency, µM (top dose mostly 114 µM), without a hit: top-dose activity change, negative = inhibition, usual class: inhibitors; 360,000 compounds, 4.4% hits; AID 504333, 2011; also: potency is read from the fitted curve at half-maximal effect; % is scaled to controls: 0 for no effect and ±100 for the full control effect; nearly all actives have a fitted effect of over 60% in size
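AlphaScreen displacement of biotin-H3(5-23)K14Ac peptide (50 nM final) from BAZ2B (50 nM final) in PBS pH 7.4, 0.01% Tween-20; complex preformed 30 min RT, then compounds (top 110 uM) 30 min RT, beads 20 min dark.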
JMJD2A Tudor inh = qHTS Assay for Inhibitors of JMJD2A-Tudor Domain; Lysine-specific demethylase 4A (Homo sapiens), O75164; AlphaScreen JMJD2A-Tudor / H3K4me3 peptide binding; Potency, µM (top dose mostly 114 µM), for the others: at the top dose activity change, negative = inhibition, usual class: inhibitors; 390,000 compounds, 4.4% hits; also: potency is read from the fitted curve at half-maximal effect; % is scaled to controls: 0 for no effect and ±100 for the full control effect; nearly all actives have a fitted effect of over 50% in size
PI4K2A block = qHTS for small molecular inhibitors of PI4K2A; Phosphatidylinositol 4-kinase type 2-alpha (Homo sapiens), Q9BTU6; purified PI4K2A, ADP-Glo luminescence, 1 h; active compounds read low; activity change, negative = inhibition, % at 76.9 µM; 420,000 compounds, 0.13% hits; in the data active = activity change below about -50%; inconclusive = mostly about -30% to -49%;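 also: -100% = wells without enzyme as full effect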
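In this quantitative HTS, ADP production by PI4K2A was quantified luminescently after 1 h at ambient temperature; 100 microM adenosine served as plate-quality control.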
GLS inhibitor = qHTS for Inhibitors of Glutaminase (GLS); Glutaminase kidney isoform, mitochondrial (Homo sapiens), O94925; GLS enzymatic activity, qHTS titration; Potency, µM (top dose mostly 45.5 µM), for the others: at the top dose activity change, negative = inhibition, usual class: inhibitors; 410,000 compounds, 0.21% hits; AID 624170, 2012; also: potency is read from the fitted curve at half-maximal effect; % is scaled to controls: 0 for no effect and ±100 for the full control effect
Target sequence (O94925 whole entry, looked up, canonical isoform): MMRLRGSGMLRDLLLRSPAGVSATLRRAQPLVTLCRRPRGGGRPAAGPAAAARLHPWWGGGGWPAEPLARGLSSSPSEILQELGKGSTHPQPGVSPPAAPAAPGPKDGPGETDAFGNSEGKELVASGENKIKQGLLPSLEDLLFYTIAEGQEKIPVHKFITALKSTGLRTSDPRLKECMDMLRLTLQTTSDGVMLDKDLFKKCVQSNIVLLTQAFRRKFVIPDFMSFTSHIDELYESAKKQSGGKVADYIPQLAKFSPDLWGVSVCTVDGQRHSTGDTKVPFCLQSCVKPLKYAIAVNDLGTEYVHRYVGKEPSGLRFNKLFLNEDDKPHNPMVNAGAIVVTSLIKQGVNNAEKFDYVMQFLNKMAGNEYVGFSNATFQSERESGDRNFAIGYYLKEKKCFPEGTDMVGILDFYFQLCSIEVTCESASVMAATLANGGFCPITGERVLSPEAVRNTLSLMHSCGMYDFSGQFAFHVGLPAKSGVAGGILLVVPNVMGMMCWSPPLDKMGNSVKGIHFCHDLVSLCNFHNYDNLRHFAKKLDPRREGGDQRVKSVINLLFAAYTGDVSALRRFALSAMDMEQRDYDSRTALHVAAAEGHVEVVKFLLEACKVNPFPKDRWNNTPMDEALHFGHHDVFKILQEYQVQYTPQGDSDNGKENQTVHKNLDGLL
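Compounds were pin-transferred onto hKGA, after which L-glutamine (1 mM solution) and a detection mix of glutamate oxidase, HRP and Amplex Red were added. Initial and 30 min RT fluorescence reads were collected.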
G9a inh = qHTS Assay for Inhibitors of Histone Lysine Methyltransferase G9a | Histone-lysine N-methyltransferase EHMT2 (Homo sapiens), Q96KQ7 | G9a H3K9 monomethylation, AlphaScreen, 2 h | Potency, µM (doses to about 102 µM), without a hit: at the highest dose activity, negative = inhibition, hits mostly inhibitors | 350,000 compounds, 8.8% hits; also: potency is read from the fitted curve at half-maximal effect; % is scaled to controls: 0 for no effect and ±100 for the full control effect; nearly all actives have a fitted effect of over 75% in size
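Step 1: enzyme (final 20 nM) with compound, 15 min RT. Step 2: substrate peptide 500 nM and SAM 20 uM, 2 h RT. Step 3: anti-H3K9me1 antibody and AlphaScreen beads, 10 min, then plate read.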
PGK inhibitor = qHTS Assay to Find Inhibitors of Phosphoglycerate Kinase. Phosphoglycerate kinase, glycosomal (Trypanosoma brucei brucei), P07378. PGK/GAPDH coupled, Kinase-Glo luminescence, 60 min. Potency, µM (series often up to 57.5 µM), without a hit: at the highest dose activity change, negative = inhibition, hits mostly inhibitors. 380,000 compounds, 0.043% hits. AID 602233, 2012; also: potency is read from the fitted curve at half-maximal effect; % is scaled to controls: 0 for no effect and ±100 for the full control effect; nearly all actives have a fitted effect of over 60% in size
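Recombinant glycosomal PGK reaction used 1,3-bisphosphoglycerate generated in-well by GAPDH (100nM final) in 100mM TEA pH 7.6, 5mM MgCl2, 0.01% Tween-20. After 60 minutes at room temperature, ATP was read by Kinase-Glo Plus luminescence end-point.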
An asterisk follows results filed as active; i = inactive; ? = inconclusive; . = not tested or not shown; [ ] = remark or other dose. Unless noted, calls follow the shape of the dose curve; as a rule, active = well fitted curve in the direction sought with a large enough effect; inconclusive = small, poorly fitted or top-dose-only effect, or another doubt; inactive = no such curve, though single readings can be large; an effect the other way counts as inactive or inconclusive.

item	GLS inhibitor	Structure	Pin1 inhibitor	G9a inh	JMJD2A Tudor inh	PI4K2A block	ERG-DNA inh	PGK inhibitor	HP1b chromo inh	BAZ2B block
1	5%	CCC1CCCCN1C(=O)c1ccc(OC2CCN(C(=O)COC)CC2)cc1 (stereo not drawn)	0%	3%	-17%	0	5%	-4%	14%	-22%
2	0%	CCSc1nnc(-c2cnn(-c3ccccc3)c2-n2cccc2)n1C	6%	?	12%	14	-3%	-6%	15%	15%
3	3%	Cc1cc(C)c2c(c1)/C(=N/NS(=O)(=O)c1ccc(Br)cc1)CCC2	1%	?	-11%	7	6%	-7%	25%	-2%
4	7%	O=C(CN1C(=O)/C(=C/c2ccccc2F)Oc2ccccc21)N1CCN(c2ccccn2)CC1	-3%	24%[59 µM]	7%	-1	-20%	-7%	26%	-2%
5	4%	COc1ccccc1CC(=O)OC(C)C(=O)Nc1ccc(S(=O)(=O)N2CCCCC2)cc1 (stereo not drawn)	1%	30%[12.7 µM]	-22%	4	-11%	-2%	11%	7%
6	9%	CC1(C)C[C@H](O)[C@@]23C[C@@H](OC2=O)[C@]2(C)C(=CCC4[C@@]5(C)CC[C@H](O)C(C)(C)C5CC[C@]42C)[C@@H]3C1 (stereo partly drawn)	3%	.	-14%	1	5%	-7%	42%[activator]	.
7	18µM*	C=Cc1ccc(C(=O)N2CCCC(CCC(=O)N3CCN(c4ccccn4)CC3)C2)cc1 (stereo not drawn)	3%	56%[activator]	56µM*	-10	-8%	-9%	?	-1%
8	1%	CC(=O)NC(CCS(C)(=O)=O)C(=O)Nc1cc(Cl)ccc1Cl (stereo not drawn)	-2%	7%	-31%	-3	0%	i	16%	3%
9	-15%	O=C(Cc1ccccc1)NN=Cc1ccccc1	-3%	.	1%	4	16%	i	28%	.
10	-8%	CCOc1ccc(C(=O)NCC(=O)OCc2cc([N+](=O)[O-])cc3c2OCOC3)cc1OCC	8%	-4%	-23%	-1	-18%	i	-9%	-1%
11	3%	CCc1ccc(NS(=O)(=O)c2cccc3nsnc23)cc1	3%	-2%	-30%	1	-3%	7%	-12%	-31%
12	2%	Cc1ccc(-c2noc(CN(C)C(=O)c3ccoc3C)n2)cc1	4%	0%	-8%	0	0%	5%	-1%	-8%
13	-4%	CCNC(=S)NNC(=O)c1cc(-c2cccc(OCC)c2)nc2ccccc12	3%	?	-18%	2	-11%	i	-4%	-2%
14	-6%	COc1ccc(OC)c(N(CC(=O)NCCSCc2ccco2)S(=O)(=O)c2ccccc2)c1	5%	5%	-26%	-1	-2%	i	-1%	?
15	1%	CCCCn1c(N)c(N(C)C(=O)c2ccc(OCC3CCCO3)cc2)c(=O)[nH]c1=O (stereo not drawn)	-2%	19%[2.33 µM]	-14%	4	.	-1%	24%	10%
16	10%	COc1ccc(COC(=O)N/N=C(\C)CC(=O)Nc2ccc(Cl)cc2)cc1	4%	-11%[59 µM]	-14%	-3	5%	6%	32%	-21%
17	9%	O=C(COc1ccccc1)NNC(=O)COc1ccc([N+](=O)[O-])cc1	-2%	?	-12%	-8	-2%	-2%	20%	-17%
18	18%	COc1ccc(NC(=S)N2CCC(C(=O)c3ccc(F)cc3)CC2)cc1	6%	.	-27%	-2	6%	i	40%	.
19	-3%	Cc1cccc(OCC(=O)Nc2ccccc2C(=O)OCc2cc(=O)n3nc(C4CC4)sc3n2)c1	1%	3%[59 µM]	-1%	0	21%	8%	27%	-4%
20	5%	O=C(NC(=O)c1ccccc1)Nc1cccc(S(=O)(=O)N2CCCCC2)c1	1%	25%[59 µM]	-5%	2	13%	1%	26%	-4%
21	3%	O=C(Nc1nc2c(F)cccc2s1)c1ccc([N+](=O)[O-])o1	?	.	-24%	-3	-3%	-1%	23%	1%
22	3%	Cc1ccc2nc(CN3CCN(C(=O)Nc4ccc(F)cc4)CC3)oc2c1	-1%	27%[59 µM]	-11%	3	-1%	2%	12%	-8%
23	2%	Cc1cccc(N(CC(=O)NCc2ccc3c(c2)OCO3)C(=O)CCC(=O)Nc2ccccn2)c1C	1%	-28%	-26%	2	-3%	-7%	-6%	6%
24	0%	CC12C=CC(=O)C=C1CCC1C3CCC(O)(C(=O)CO)C3(C)CC3OC312 (stereo not drawn)	-4%	3%	0%	1	-9%	6%	19%	-19%
25	2%	O=C(O)COc1c(-c2ccc(Cl)cc2)oc2ccccc2c1=O	-1%	?	-24%[57.1 µM]	-7	-4%	-2%	27%	-38%
26	7%	Cc1cc(=O)oc2cc(OCC(=O)N3CCOCC3)ccc12	?	7.1µM*	79µM*	-6	5%	-3%	-42%	-5%
27	-7%	CCOC(=O)c1nc2sc3c(c2c(=O)[nH]1)CCC(C)C3 (stereo not drawn)	9%	.	-4%[11.4 µM]	-2	-12%	-2%	69%[activator]	5%
28	10%	Cc1ccc(-c2nc3ccccc3[nH]2)cc1NC(=O)/C=C/c1ccco1	33%[activator]	-6%[2.33 µM]	?	-24	4%	1%	-21%	50µM*
29	-2%	COc1cc(Cl)c(C)cc1NC(=O)Cn1cnc2sc(C)c(S(=O)(=O)N3CCCCC3)c2c1=O	46%[activator]	-24%[59 µM]	-21%	-3	-1%	-8%	30%	-12%
30	0%	CCn1c(C(Cc2ccccc2)NC(=O)COC)nc2ccccc21 (stereo not drawn)	3%	-6%[59 µM]	-6%	-22	5%	9%	21%	8%
31	9%	COC(=O)c1ccc(NS(=O)(=O)c2ccc(-c3cc(C)no3)s2)cc1	1%	12%	-13%	-4	-11%	-4%	27%	-24%
32	-10%	N#CCC(=O)NNc1c([N+](=O)[O-])cc(C(F)(F)F)cc1[N+](=O)[O-]	4%	50µM*	?	-10	8%	-13%	?	50µM*
33	1%	O=C(COC(=O)c1ccc([N+](=O)[O-])cc1Cl)Nc1cccnc1Cl	-7%	?	-29%	-5	-5%	5%	-14%	-11%
34	?	O=C(CC1SC(=Nc2ccc(O)cc2)NC1=O)Nc1ccccc1 (stereo not drawn)	-1%	-3%[59 µM]	-22%	2	-3%	-6%	14%	0%
35	8%	C[C@H]1CCC(=O)N([C@H](COc2ccccc2)Cc2ccccc2)CC1	3%	32µM*	4%	2	-3%	2%	76%[activator]	9%
36	2%	Cc1ccc2nc(-c3cccc(NS(C)(=O)=O)c3)cc(-c3ccccc3)c2c1	11%	24%	?	-3	5%	1%	11%	1%
37	2%	CC1CCN(C(=O)CSc2nnc(CN3CCOCC3)n2-c2ccccc2)CC1	-6%	-29%[12.7 µM]	-1%	-4	0%	-9%	31%	-2%

Ordered by SMILES length (falling): part of the list above.
item	GLS inhibitor	Structure	Pin1 inhibitor	G9a inh	JMJD2A Tudor inh	PI4K2A block	ERG-DNA inh	PGK inhibitor	HP1b chromo inh	BAZ2B block
36	2%	Cc1ccc2nc(-c3cccc(NS(C)(=O)=O)c3)cc(-c3ccccc3)c2c1	11%	24%	?	-3	5%	1%	11%	1%
37	2%	CC1CCN(C(=O)CSc2nnc(CN3CCOCC3)n2-c2ccccc2)CC1	-6%	-29%[12.7 µM]	-1%	-4	0%	-9%	31%	-2%
8	1%	CC(=O)NC(CCS(C)(=O)=O)C(=O)Nc1cc(Cl)ccc1Cl (stereo not drawn)	-2%	7%	-31%	-3	0%	i	16%	3%

Entries above that contain an aryl thioether with sulfur outside any ring, in the order listed:
item	GLS inhibitor	Structure	Pin1 inhibitor	G9a inh	JMJD2A Tudor inh	PI4K2A block	ERG-DNA inh	PGK inhibitor	HP1b chromo inh	BAZ2B block
2	0%	CCSc1nnc(-c2cnn(-c3ccccc3)c2-n2cccc2)n1C	6%	?	12%	14	-3%	-6%	15%	15%
37	2%	CC1CCN(C(=O)CSc2nnc(CN3CCOCC3)n2-c2ccccc2)CC1	-6%	-29%[12.7 µM]	-1%	-4	0%	-9%	31%	-2%
